PHOSPHO1 block – PubChem AID 1565; inhibition, % at 13.3 µM; Phosphoethanolamine/phosphocholine phosphatase (Homo sapiens), Q8TCT1; 290,000 tested, 1.1% active; recombinant PHOSPHO1, absorbance phosphatase assay; in the data active = inhibition above about 60%
Target sequence (Q8TCT1 whole entry, looked up): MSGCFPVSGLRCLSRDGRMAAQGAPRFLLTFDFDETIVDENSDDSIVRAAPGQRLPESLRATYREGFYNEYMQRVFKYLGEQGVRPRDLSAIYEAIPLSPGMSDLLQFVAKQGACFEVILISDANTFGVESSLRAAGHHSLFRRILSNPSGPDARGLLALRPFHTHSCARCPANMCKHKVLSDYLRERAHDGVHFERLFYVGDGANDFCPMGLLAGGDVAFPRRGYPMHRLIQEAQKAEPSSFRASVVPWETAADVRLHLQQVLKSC
HCV NS3 hel inh – inhibitors of HCV NS3 helicase, primary screen, biochemical, Cy5 molecular beacon fluorescence; Hepatitis C virus NS3 helicase; NS3 helicase DNA unwinding; inhibition, % at 10.9 µM; 290,000 tested, 0.56% active; AID 1800, 2009;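 active = inhibition above the mean of all tested compounds plus 3 SD, set per campaign, cut at about 35% in these data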;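 note: 0% = DMSO wells and 100% = thioflavine S control wells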
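test system = hepatitis C virus NS3 helicase domain fragment enzyme | reagent = annealed dual-labelled DNA beacon duplex, ATP-started | times = 1 h at 25 °C | detection = Cy5 fluorescence, 0 and 60 min reads | read-out basis = percent inhibition from t60/t0 fluorescence ratio | control set = DMSO and thioflavine S | replication = one well per compound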
IDE act – human IDE activators in live cells, primary screen, fluorescence polarization, HEK cells, FAbeta-B substrate; FAbeta-B cleavage; 0% vehicle, 100% cell-free pure enzyme wells; activation, % at 5.96 µM; 340,000 tested, 0.073% active; AID 493087, 2011;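 active = activation above the mean of all tested compounds plus 3 SD, set per screening campaign, cut at about 17% in these data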
VIM-2 inhibitor – VIM-2 metallo-beta-lactamase inhibitors, primary screen, biochemical, epi-absorbance readout, Pseudomonas aeruginosa enzyme | purified VIM-2, nitrocefin hydrolysis, epi-absorbance fluorescence | inhibition, % at 5.6 µM | 290,000 tested, 0.89% active;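 active = inhibition above the mean of all tested compounds plus 3 SD, cutoff set per screening run, cut at about 7.5% in these data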;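 note: red hydrolysis product quenches plate fluorescence so inhibitors raise well fluorescence; 0% = enzyme with DMSO and 100% = DMSO without enzyme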
p-CIP stab down – p/CIP-EGFP fusion destabilizers, primary screen, fluorescence, F442A cells; 290,000 tested, 0.01% active; 16 h; decrease of EGFP signal, % at 10 µM;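 active = EGFP signal decrease of at least 30% at 10 µM or well 3 SD below plate mean, unless failing retest; inactive = the rest, including hits failing retest or dose response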; note: some compounds called inactive have numbers as strong as hits; many of its hits are not listed in these tables
MEKK3 PB1 HTS – modulators of MEKK3-MEK5 PB1 binding, primary screen, biochemical, wildtype MEKK3, multiplex bead flow cytometry, Alexa488-MEK5. bead-based flow cytometry, Alexa488-MEK5 binding to MEKK3; actives lie on both sides; 0 = blocked by unlabeled MEK5, 100 = vehicle. Mitogen-activated protein kinase kinase kinase 3 (Homo sapiens), Q99759. 290,000 tested, 1.4% active. binding response (% of control), % at 10 µM. AID 1529, 2009;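 active = binding response more than 3 SD above or below the average of its plate-row segment, actives on both sides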;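 note: Alexa488 bead fluorescence after subtracting the streptavidin-only scavenger bead signal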
Target sequence (Q99759 whole entry, looked up): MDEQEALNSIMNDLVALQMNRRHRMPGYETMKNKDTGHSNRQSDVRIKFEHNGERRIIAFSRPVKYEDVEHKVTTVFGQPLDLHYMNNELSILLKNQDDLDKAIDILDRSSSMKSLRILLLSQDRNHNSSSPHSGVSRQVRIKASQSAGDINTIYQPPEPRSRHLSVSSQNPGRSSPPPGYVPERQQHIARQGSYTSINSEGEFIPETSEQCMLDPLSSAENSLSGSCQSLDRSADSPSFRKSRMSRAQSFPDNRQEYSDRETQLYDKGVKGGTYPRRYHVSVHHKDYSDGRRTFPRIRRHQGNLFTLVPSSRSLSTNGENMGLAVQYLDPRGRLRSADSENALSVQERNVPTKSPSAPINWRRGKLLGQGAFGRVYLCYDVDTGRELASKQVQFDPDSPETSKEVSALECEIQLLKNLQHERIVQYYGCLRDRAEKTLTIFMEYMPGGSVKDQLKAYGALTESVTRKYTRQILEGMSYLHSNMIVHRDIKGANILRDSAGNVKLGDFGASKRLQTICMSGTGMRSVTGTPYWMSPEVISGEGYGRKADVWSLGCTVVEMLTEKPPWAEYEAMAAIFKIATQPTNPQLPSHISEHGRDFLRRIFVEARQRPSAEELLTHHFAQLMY
DNA FID counter – compounds displacing fluorescent DNA intercalator, primary screen, artefact control for HCV NS3 helicase inhibitor project, biochemical, FID fluorescence | AID 1845, 2009 | DNA fluorescent intercalator displacement | 290,000 tested, 0.17% active | inhibition, % at 7.9 µM; in the data active = inhibition above about 37%;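 note: 0% = vehicle and 100% = reference compound; higher means more ethidium bromide displaced from hairpin DNA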
IMP-1 inh – IMP-1 metallo-beta-lactamase inhibitors, primary screen, biochemical, epi-absorbance readout, Pseudomonas aeruginosa enzyme | metallo-beta-lactamase IMP-1 (Pseudomonas aeruginosa) | purified IMP-1, nitrocefin hydrolysis, epi-absorbance fluorescence | inhibition, % at 5.6 µM | 290,000 tested, 0.45% active;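 active = inhibition above the mean plus 3 SD of all compounds in the same screening run, cut at about 4.5% in these data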;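 note: 0% = IMP-1 with DMSO and 100% = DMSO wells lacking enzyme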
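Assay system: purified recombinant IMP-1 beta-lactamase. Input: IMP-1 0.2 nM before substrate addition. Buffer or medium: Zinc- and detergent-supplemented HEPES buffer, pH 7.1. Schedule: 25 °C, 15 min preincubation, 25 min reaction. Signal: Epi-absorbance fluorescence, 480 nm excitation, 530 nm emission. Evaluation: percent inhibition from optical density relative to buffer-blank wells.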
SUMO HTRF inh – inhibitors of in vitro SUMOylation cascade, primary screen, biochemical, HTRF, uHTS | HTRF SUMOylation assay, SAE1/SAE2 + UBC9 | inhibition, % at 35 µM | SUMO-conjugating enzyme UBC9 (Homo sapiens), P63279 | 290,000 tested, 0.36% active | AID 2006, 2009; in the data active = inhibition above about 50%, passing the limit was not always enough; note: strong numbers were not always called active
Target sequence (P63279 whole entry, looked up): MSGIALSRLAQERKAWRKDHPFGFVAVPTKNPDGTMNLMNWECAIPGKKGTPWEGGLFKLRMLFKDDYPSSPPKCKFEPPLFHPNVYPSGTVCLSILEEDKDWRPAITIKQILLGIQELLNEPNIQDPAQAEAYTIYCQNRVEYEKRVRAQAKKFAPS
Numbers without * were called inactive; nt = not tested or not shown.

Every second line gives: PHOSPHO1 block | MEKK3 PB1 HTS | DNA FID counter | SUMO HTRF inh | IDE act | p-CIP stab down | HCV NS3 hel inh | IMP-1 inh | VIM-2 inhibitor
1. COc1ccc(C2CC(=O)C=C(NCc3ccccc3)C2)cc1 (stereo unspecified)
 : 27 | 101 | -15 | 9 | 0 | -10 | 0 | -2.8 | -2.0
2. Cc1ccc(-c2cc(C(=O)NCc3ccccn3)no2)cc1
 : 30 | 89 | -14 | 12 | 2 | -10 | 4 | -2.7 | -2.8
3. O=C1N/C(=C/c2cccs2)C(=O)N1Cc1ccccc1F
 : 47 | 106 | 9 | 2 | 3 | -23 | -3 | -2.8 | -1.6
4. CC(=O)NC(Cc1ccccc1)C(=O)N1CCN(C(=O)c2ccco2)CC1 (stereo unspecified)
 : -11 | 93 | -4 | 26 | 7 | 3 | 0 | -3.0 | -3.5
5. CCC1(c2ccc(Cl)cc2)NC(=O)N(CC(=O)NCc2ccc(F)cc2)C1=O (stereo unspecified)
 : 36 | 101 | -31 | 3 | -1 | -10 | -7 | -3.6 | -0.3
6. COc1cc2c(cc1OC)C(COc1cc(C)cc(C)c1)N(C(C)=O)CC2 (stereo unspecified)
 : 27 | 101 | -47 | 6 | 1 | -5 | -9 | -3.0 | -2.9
7. Cc1ccc(C(=O)N2CCc3ccccc32)cc1
 : -26 | 94 | -10 | 7 | 6 | 4 | 12 | -3.5 | -2.2
8. Cc1cccc(NC(=O)NC(C)CCc2ccccc2)c1 (stereo unspecified)
 : 10 | 102 | -16 | -14 | 1 | -2 | 12 | -2.0 | -1.9
9. Cc1c(C=O)c2ccccc2n1CC(=O)NC(C)c1ccccc1 (stereo unspecified)
 : 21 | 96 | 0 | 18 | 3 | -10 | -1 | -0.5 | -1.0
10. Cc1ccc(C)n1C(Cc1ccccc1)C(=O)O (stereo unspecified)
 : -9 | 69 | -26 | 34 | nt | -11 | 31 | -3.6 | -3.1
11. O=[N+]([O-])/C(C(Cl)=C(Cl)Cl)=C(\Sc1ccccc1)N1CCCCC1
 : 21 | 99 | 3 | 4 | -2 | 2 | -6 | -2.7 | -7.4
12. CC(Oc1ccc(Br)cc1)C(=O)NCc1ccccn1 (stereo unspecified)
 : -5 | 120 | -7 | -11 | 4 | 8 | 10 | -2.0 | -1.9
13. Cc1cc(C)n(C(=O)CCCn2cc([N+](=O)[O-])cn2)n1
 : 20 | 97 | 4 | 14 | 7 | -4 | 7 | 1.0 | 1.1
14. Cc1cc(C(=O)N/N=C/c2cccc([N+](=O)[O-])c2)c2ccccc2n1
 : 3 | 102 | 2 | 18 | 3 | -6 | 0 | -3.2 | -3.2
15. CC(=O)N1CCC(C(=O)NCCOc2ccc(C)cc2)CC1
 : 28 | 98 | -16 | -6 | 5 | -5 | -3 | -2.6 | -2.5
16. O=C(CS(=O)(=O)c1ccccc1)Nc1ccc(Br)cn1
 : -17 | 103 | -7 | 15 | 3 | -5 | 4 | -3.5 | -3.5
17. O=C(CSc1nnnn1-c1cccnc1)Nc1ccccc1F
 : nt | 98 | -5 | 8 | 3 | -1 | 1 | -1.1 | -2.7
18. O=C(COc1ccc(Br)cc1CNCCc1ccccc1)NCc1ccccc1
 : 51 | 100 | 22 | -9 | 7 | -3 | -61 | -0.8 | -0.9
19. O=C(/C=C/c1ccccc1)NNC(=O)c1cccs1
 : 9 | 99 | 1 | 2 | -1 | -11 | 3 | -4.5 | -4.1
20. COc1ccc2c(c1)[nH]c1c(=O)n(/N=C/c3ccc(OC)c(COc4ccccn4)c3)cnc12
 : 10 | 103 | -3 | 0 | -5 | 0 | 0 | -1.4 | -1.8
21. CCOc1ccc(S(=O)(=O)NCc2ccc3c(c2)OCO3)cc1C
 : nt | 106 | -7 | -5 | 5 | -10 | -8 | -3.2 | -2.5
22. Cc1ccccc1NC(=O)CSc1nnc(C)c2ccccc12
 : -2 | 103 | -18 | 5 | 2 | 4 | 8 | -1.2 | 2.4
23. CC1=Nc2ccccc2N=C(NC(=O)CSC(=S)N2CCN(C)CC2)C1c1ccccc1 (stereo unspecified)
 : -1 | 103 | -5 | 5 | 5 | -9 | -11 | -2.6 | -3.5
24. CC(=O)N(c1ccccc1)c1ccc([N+](=O)[O-])cc1[N+](=O)[O-]
 : 9 | 105 | 0 | -6 | 3 | -4 | 6 | -2.9 | -1.2
25. COc1cc(C2C3=C(CC(C)(C)CC3=O)N(C)C3=C2C(=O)CC(C)(C)C3)ccc1O
 : -21 | 102 | -23 | 0 | 5 | 6 | 6 | 1.3 | 0.6
26. COc1ccc(C(=O)N/N=C\c2ccc(OC)c(COc3ccccc3Br)c2)c(OC)c1
 : 26 | 108 | -27 | 6 | 0 | -10 | -3 | -0.1 | -2.2
27. COc1cc(CNCc2ccco2)ccc1OCc1ccccc1
 : 29 | 88 | 7 | 24 | 6 | 6 | -9 | -2.2 | -3.4
28. Cc1ccccc1C(=O)N1CCC(n2nccc2NC(=O)CCOc2ccccc2)CC1
 : 48 | 101 | -37 | -2 | 6 | 16 | 3 | 1.1 | 0.5
29. COc1cccc(N2CCN(CC(=O)C34CC5CC(CC(C5)C3)C4)CC2)c1
 : -5 | 103 | -4 | 12 | 5 | 0 | 3 | -2.6 | -3.0
30. NS(=O)(=O)c1ccc(CCNC(=O)CC(NC(=O)c2ccccc2Cl)c2ccccc2)cc1 (stereo unspecified)
 : -1 | 103 | -7 | 15 | -3 | -10 | -8 | -1.3 | -0.2

Brought forward from above: two compounds, then new ones.
Every second line gives: PHOSPHO1 block | MEKK3 PB1 HTS | DNA FID counter | SUMO HTRF inh | IDE act | p-CIP stab down | HCV NS3 hel inh | IMP-1 inh | VIM-2 inhibitor
29. COc1cccc(N2CCN(CC(=O)C34CC5CC(CC(C5)C3)C4)CC2)c1
 : -5 | 103 | -4 | 12 | 5 | 0 | 3 | -2.6 | -3.0
30. NS(=O)(=O)c1ccc(CCNC(=O)CC(NC(=O)c2ccccc2Cl)c2ccccc2)cc1 (stereo unspecified)
 : -1 | 103 | -7 | 15 | -3 | -10 | -8 | -1.3 | -0.2
31. O=C(O)c1ccc(-n2cc(C(=O)c3ccccc3O)cn2)cc1
 : nt | 96 | -12 | 10 | 1 | -6 | 19 | 0.3 | 0.1
32. CC(C)N(C(=O)CSc1nc2ccccc2n1Cc1ccccc1F)C(C)C
 : -27 | 99 | -18 | -28 | 3 | -1 | 0 | -3.1 | -5.2
33. CC(OC(=O)c1nsc(Cl)c1Cl)C(=O)NCc1ccc2c(c1)OCO2 (stereo unspecified)
 : 18 | 99 | -11 | 21 | -3 | -10 | -4 | -2.4 | -1.4
34. COc1ccc(/C=C2\CCc3ccccc3C2=O)cc1Cn1nc(C)c(Br)c1C
 : nt | nt | -9 | nt | nt | nt | 8 | -8.2 | -0.9
35. Cc1c(NC(=O)C(C)C)cccc1-c1nc2ncccc2o1
 : nt | 104 | -3 | -8 | -5 | 11 | 0 | -2.8 | 0.2
36. CC1=CN2C(=N)/C(=C\c3cn(CCCOc4ccccc4)c4ccccc34)C(=O)N=C2S1
 : 12 | 95 | 2 | 5 | 7 | 6 | 4 | -0.1 | -2.6
37. Cc1ccc(S(=O)(=O)N(CCO)c2cc3c(s2)CCCC3)cc1
 : 4 | 100 | -15 | -14 | 1 | -12 | 3 | -6.6 | -1.6
38. O=C(NNc1ccnc2cc(Cl)ccc12)C1CCCCC1
 : 24 | 104 | 0 | 14 | -9 | -7 | -10 | -1.4 | -2.5
39. CC(=O)C1=C(O)CCC1=N
 : -47 | 91 | 1 | -26 | 5 | 13 | 4 | -3.0 | -4.8
40. COc1ccc(/C=C(/NC(=O)c2ccco2)C(=O)N2CCc3ccccc32)cc1OC
 : 9 | 105 | -33 | 4 | 2 | -4 | -2 | -3.4 | -3.4
41. O=C(O)c1ccc(N2C(=O)CC(N3CCC(c4nc5ccccc5[nH]4)CC3)C2=O)cc1 (stereo unspecified)
 : 20 | 86 | -3 | 16 | -3 | -10 | -5 | -0.7 | 0.0
42. O=C(NC1=NCCS1)c1cccs1
 : 2 | 109 | -1 | 21 | -4 | -2 | 7 | -2.7 | -1.2
43. COc1ccc(CCNC(=O)c2ccc(-c3ccc([N+](=O)[O-])cc3Cl)o2)cc1OC
 : -10 | 93 | -11 | 16 | 2 | -6 | 4 | -3.6 | -2.1
44. O=C(CN1CCC(NC(=O)c2ccccc2)CC1)NCc1ccccc1F
 : 9 | 101 | 7 | -4 | 4 | -10 | -6 | 0.2 | 0.6
45. O=C(CSc1nnc(COc2ccccc2)o1)N1CCCCC1
 : 28 | 105 | -24 | 3 | 4 | -22 | 7 | -5.3 | -0.5
46. O=C(Cc1ccccc1)Nc1cc2c(cc1Cl)OCCCO2
 : 29 | 107 | -13 | 12 | -3 | -1 | 6 | -0.3 | -0.2
47. CNC(=O)c1sc(-c2ccccn2)nc1C
 : 48 | 90 | -1 | 19 | 3 | 6 | 1 | -5.6 | -3.0
48. COC(=O)Cn1c2ccc(F)cc2c2nc(C)sc21
 : 53 | 96 | -7 | -16 | -4 | 7 | 6 | -3.8 | -0.6
49. CCOc1cccc(-c2nn3c(-c4cc(C)[nH]n4)nnc3s2)c1
 : -8 | 94 | -10 | 29 | 3 | 2 | 3 | -2.9 | -1.3
50. FC(F)(F)c1ccccc1CN1CCN(C2CCCCCC2)CC1
 : 0 | 96 | 10 | 14 | 1 | -8 | -17 | -4.7 | 0.0
51. COc1ccccc1NC(=O)Cn1nnc(-c2ccccc2NC(=O)c2ccco2)n1
 : 31 | 102 | 1 | -10 | 4 | 0 | 5 | -0.9 | 0.2
52. Cc1c(NC(=O)c2ccc(COc3ccc4ccccc4c3)o2)c(=O)n(-c2ccccc2)n1C
 : -6 | 109 | -33 | 1 | -8 | -9 | -2 | -4.4 | -3.5
53. Cc1[nH]nc2c1C1(CCOC1C)C(C#N)=C(N)O2 (stereo unspecified)
 : 2 | 107 | 1 | 9 | 4 | -22 | -3 | -3.1 | -1.7
54. COc1ccc(NC(=O)CSc2nc3ccc(OC)cc3[nH]2)cc1
 : 15 | 99 | -1 | -6 | 8 | -2 | 6 | -1.8 | -2.4
55. Cc1ccc[n+](CC(=O)Nc2ccc(N(C)C)cc2)c1
 : 44 | 105 | 8 | -13 | 1 | -11 | 2 | -3.3 | 0.9
56. CC(C(=O)NC1CCCCC1)N(Cc1ccccc1)C(=O)c1snc(C(N)=O)c1N (stereo unspecified)
 : 19 | 105 | -32 | -2 | 3 | -14 | 11 | -0.9 | -1.0

An excerpt; rates above refer to the full screens.
